HepG2 tox = kills HepG2 cells in TGF-b inhibitor counter-screen | Potency, µM (doses to about 46.1 µM), for the others: at the highest dose activity change, negative = cytotoxicity, hits mostly cytotoxic | AID 588856 | HepG2 CAGA-GFP viability, ATP luminescence, 18 h | 410,000 compounds, 0.76% hits; also: potency is read from the fitted curve at half-maximal effect; some results filed as inactive show a strong effect at the top dose
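HepG2 CAGA-GFP cells (1000/well, DMEM with 1% FBS) received compound, then TGF-beta at 500 pg/mL final, and were incubated 18 hours at 37 degrees C. Viability was read by CellTiter-Glo luminescence. Media-only wells were set as complete cell-killing and DMSO as no toxicity.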
A549 tox = kills or reduces viability of A549 cells in Nrf2 counter-screen | A549 ARE-Fluc cells, CellTiter-Fluor viability, 18-24 h | Potency, µM (doses to about 46 µM), without a hit: at the top dose activity change, negative = cytotoxicity, actives largely listed as inhibitors | 390,000 compounds, 0.16% hits | AID 504648; also: potency is read from the fitted curve at half-maximal effect; % is scaled to controls: 0 for no effect and ±100 for the full control effect
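A549 ARE-Fluc cells in 5% FBS OPTI-MEM, 5000 cells/well, rested 2 h then exposed to compounds in concentration-response for 18-24 h at 37 °C. Viability by CellTiter-Fluor fluorescence (Ex 405/Em 525) after 30 min; luciferase luminescence (BugLite, 15 min, RT) read afterwards.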
ATXN2 expr inh = ATXN2 expression inhibition. HEK-293 ATXN2-luciferase reporter, luminescence, 24 h. Potency, µM (series often up to 57 µM), inactives show at the top dose activity change, negative = inhibition, most hits filed as inhibitors. 360,000 compounds, 0.72% hits. AID 1745845; also: potency is read from the fitted curve at half-maximal effect; % is scaled to controls: 0 for no effect and ±100 for the full control effect; nearly all actives have a fitted effect of over 55% in size
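qHTS (up to 57 uM final) was run with 24 h compound exposure of reporter cells at 37 °C. Each well was multiplexed: SteadyGlo luminescence measured ATXN2-luciferase expression after a fluorogenic Gly-Phe-AFC viability readout (25 uM final).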
S2 tox = viability counter-screen for ATXN expression inhibitors. 400,000 compounds, 0.49% hits. S2 cells (HEK-293 line with an ATXN2-luciferase reporter) viability, CellTiter-Fluor protease fluorescence, 24 h. Potency, µM (titrated, usually from 56.7 µM), usual class: cytotoxic. AID 651635; also: potency is read from the fitted curve at half-maximal effect; nearly all actives have a fitted effect of over 40% in size
Nrf2 block = Nrf2 pathway inhibition; Potency, µM (top dose mostly 46 µM), inactives show top-dose activity change, negative = inhibition, most hits filed as inhibitors; 360,000 compounds, 2.1% hits; AID 504444; A549 ARE-Fluc reporter, luciferase luminescence, 18-24 h; also: potency is read from the fitted curve at half-maximal effect; % is scaled to controls: 0 for no effect and ±100 for the full control effect; nearly all actives have a fitted effect of over 60% in size
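Nrf2 function is reported as luminescence of an ARE-controlled luciferase in A549 cells. Compounds were tested at several concentrations, and a CellTiter-Fluor read on the same wells flagged cytotoxicity.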
TGFb SMAD3 inh = blocks TGF-b signaling; 410,000 compounds, 1.2% hits; Potency, µM (highest dose often 46.1 µM), without a hit: at the top dose activity, negative = inhibition, hits mostly inhibitors; AID 588855; HepG2 CAGA-GFP TGF-b/SMAD3 reporter, GFP fluorescence, 18 h; TGF-beta stimulated, 500 pg/mL final; also: potency is read from the fitted curve at half-maximal effect; % is scaled to controls: 0 for no effect and ±100 for the full control effect; nearly all actives have a fitted effect of over 65% in size
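Inhibition of TGF-beta-driven CAGA-GFP reporter expression in HEPG2 cells is measured by cellular GFP fluorescence after 18 h stimulation with 500 pg/mL recombinant TGF-beta in 1% FBS medium at 37 degrees C.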
MCF10A rereplic = induces DNA re-replication in MCF 10a normal breast cells; 350,000 compounds, 2.9% hits; MCF 10A DNA re-replication, Hoechst nuclear intensity, 48 h; Potency, µM (doses to about 46.1 µM), inactives show at the highest dose activity, positive = re-replication, hits mostly activators; AID 624296; also: potency is read from the fitted curve at half-maximal effect; % of control where 0% means no effect; nearly all actives have a fitted effect of over 50% in size
Nrf2 ARE act = activates Nrf2 signaling; AREc32 ARE-luciferase reporter (MCF7-derived line), luminescence, 24 h; 410,000 compounds, 0.31% hits; AID 624171; Potency, µM (series often up to 46.1 µM), without a hit: at the highest dose activation, usual class: activators; also: potency is read from the fitted curve at half-maximal effect; % of control where 0% means no effect; nearly all actives have a fitted effect of over 65% in size
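ARE-driven firefly luciferase activity in AREc32 cells measured after a 24 hr compound exposure at 37 deg C, using Steady-Glo reagent and a 30 min room-temperature hold.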
IL-1B inflam inh = inflammasome signaling inhibition, IL-1 beta readout | AID 743279 | activity change, % at 57.5 µM | 360,000 compounds, 4.7% hits | THP-1 LPS/ATP IL-1B secretion, AlphaLISA, 16 h; stronger effect = lower value; in the data active = activity change below about -50%; inconclusive = mostly about -30% to -49%; also: % is scaled to controls: 0 for no effect and ±100 for the full control effect
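THP-1 cells pretreated 1 hr with compounds (up to 57.5 uM final), then stimulated with LPS (250 ng/mL final) plus ATP (1.25 mM final); secreted IL-1B measured by AlphaLISA after 16 hr, decreased signal indicating inhibition.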
Active calls of the source: *; i = inactive; ? = inconclusive; / = not tested or not shown; [ ] = remark or other dose. Unless noted, calls follow the shape of the dose curve; as a rule, active = well fitted curve in the direction sought with a large enough effect; inconclusive = small, poorly fitted or top-dose-only effect, or another doubt; inactive = no such curve, though single readings can be large; an effect the other way counts as inactive or inconclusive. Compounds as they come. Share with any hit: about 8.8%.

SMILES	HepG2 tox	A549 tox	ATXN2 expr inh	S2 tox	Nrf2 block	TGFb SMAD3 inh	MCF10A rereplic	Nrf2 ARE act	IL-1B inflam inh
CCOC(=O)C(=CNc1ccc(N2CCOCC2)cc1)C(=O)OCC	-12%	0%	/	i	-5%	-19%	-1%	0.1%	-1
CC(C(=O)N(C)C)N(C#N)c1nc(N(C)C)nc(N(C)C)n1 (stereo not given)	43%	-6%	-1%	i	/	?	7%	-1.0%	16
O=c1c(-c2nnc(SCc3ccc(Cl)cc3)o2)cccn1Cc1ccccc1	-19%	?	1%	?	21µM*	?	17%	-0.2%	?
O=c1[nH]cnc2c1sc1nc(-c3ccccc3)c3c(c12)CCCC3	-2%	2%	13%	i	3%	0%	-3%	-0.7%	39
N#Cc1nc(-c2ccc(Cl)cc2)oc1NCCc1ccccn1	1%	-4%	5%	i	22%	-26%	-5%	2.6%	-14
COc1ccc(Cl)cc1-n1c(=S)sc2c(=O)[nH]c(SCC(=O)NCC3CCCO3)nc21 (stereo not given)	-13%	7%	3%	i	4%	8%	2%	0.0%	-10
CCOc1ccc(CCNC(=O)c2sc3nc4n(c(=O)c3c2C)CCC4)cc1	3%	-5%	1%	i	-15%	-65%	1%	-0.6%	39
Cc1cc(NC(=O)CC(C)C)c(=O)n(Cc2ccccc2F)c1	3%	3%	/	i	-13%	22%	15%	6.0%	-1
Cc1cc(C)c2[nH]c(=O)c(C(c3nnnn3Cc3ccc4c(c3)OCO4)N3CCC(C)CC3)cc2c1 (stereo not given)	-4%	-12%	1%	i	/	2%	21%	-0.5%	-22
Cc1cc(-c2ccc(Cl)cc2)n2nc(C)cc2n1	-2%	2%	3%	i	5%	-26%	?	0.6%	3
Cn1cccc1C(=O)N1CCN(S(=O)(=O)c2ccccc2)CC1	11%	2%	-6%	i	15%	-1%	4%	0.3%	2
C/C(=N\OCC(=O)OCC(=O)N(C)c1ccccc1)c1ccc2c(c1)OCO2	5%	-2%	/	i	9%	9%	-1%	-0.8%	-3
Cn1nnnc1SCC(=O)NC1CCCc2ccccc21 (stereo not given)	2%	-15%	-7%	i	5%	-17%	-2%	-0.2%	-4
CC(C)OC(=O)c1cc(Cl)c(=O)n(Cc2ccc(Cl)cc2Cl)c1	-3%	-5%	/	i	2%	-2%	22%	3.4%	2
Cc1ccsc1CNC(=O)C1(C)CCN1C(C)C (stereo not given)	-25%	/	-1%	i	/	1%	/	-0.4%	-14

Record cards, as listed above.
Cn1cccc1C(=O)N1CCN(S(=O)(=O)c2ccccc2)CC1 is listed as HepG2 tox: 11%; A549 tox: 2%; ATXN2 expr inh: -6%; S2 tox: i; Nrf2 block: 15%; TGFb SMAD3 inh: -1%; MCF10A rereplic: 4%; Nrf2 ARE act: 0.3%; IL-1B inflam inh: 2
O=c1[nH]cnc2c1sc1nc(-c3ccccc3)c3c(c12)CCCC3 is listed as HepG2 tox: -2%; A549 tox: 2%; ATXN2 expr inh: 13%; S2 tox: i; Nrf2 block: 3%; TGFb SMAD3 inh: 0%; MCF10A rereplic: -3%; Nrf2 ARE act: -0.7%; IL-1B inflam inh: 39

Ordered by formula weight (largest number first): 3 of the compounds above
SMILES	HepG2 tox	A549 tox	ATXN2 expr inh	S2 tox	Nrf2 block	TGFb SMAD3 inh	MCF10A rereplic	Nrf2 ARE act	IL-1B inflam inh
CC(C)OC(=O)c1cc(Cl)c(=O)n(Cc2ccc(Cl)cc2Cl)c1	-3%	-5%	/	i	2%	-2%	22%	3.4%	2
CCOC(=O)C(=CNc1ccc(N2CCOCC2)cc1)C(=O)OCC	-12%	0%	/	i	-5%	-19%	-1%	0.1%	-1
N#Cc1nc(-c2ccc(Cl)cc2)oc1NCCc1ccccn1	1%	-4%	5%	i	22%	-26%	-5%	2.6%	-14

(cont.)
SMILES	HepG2 tox	A549 tox	ATXN2 expr inh	S2 tox	Nrf2 block	TGFb SMAD3 inh	MCF10A rereplic	Nrf2 ARE act	IL-1B inflam inh
CCOc1ccccc1C(=O)Nc1cc(C)ccc1NC(=O)c1ccco1	-4%	0%	-3%	i	-8%	0%	5%	0.5%	-12
O=C(CNS(=O)(=O)c1ccc2ccccc2c1)OCc1csc(-c2ccccc2)n1	-25%	0%	29%	i	8%	-6%	19%	5.8%	-8
CCCCN1C(=O)C(CC(=O)NCC2CCCCC2)CC(C(=O)N(C(C)C)C(C)C)=C1C (stereo not given)	-1%	/	8%	?	/	-13%	/	-0.9%	-16
O=C(NNC(=O)c1ncc(Cl)c(Cl)c1Cl)c1ccc(F)cc1	3%	-2%	1%	i	-7%	0%	?	4.6%	21
CCOC(=O)c1c(NC(=O)CSc2nnnn2-c2ccccc2)sc2c1CCC(C)C2 (stereo not given)	-4%	?	-16%	i	/	-3%	2%	-0.6%	5
Cc1nc2n[nH]c(N)c2nc1C	-4%	/	/	i	/	-6%	/	0.4%	0
COC(=O)c1ccccc1NC(=O)CSCC(=O)Nc1ccccc1	-5%	8%	2%	i	-27%	-3%	-183%[0.0737 µM]	1.2%	-14
COc1cc(-c2noc(-c3cc(C(C)C)[nH]n3)n2)cc(OC)c1OC	-43%	14%	/	/	-10%	-15%	/	10%	/
C/C(=C\c1ccccc1)CN1CCN(C)CC1	-2%	5%	/	i	10%	-16%	2%	0.4%	28
Cc1ccc(-n2c(=O)c3c(C)c(C(=O)N(C)C)sc3n(Cc3ccccc3C)c2=O)cc1C	-7%	?	/	/	/	-2%	/	-1.2%	/
COCCn1c(CN2CCN(c3cccc(Cl)c3)CC2)nc2c1c(=O)n(C)c(=O)n2C	-38%	-26%	-30%	?	6.5µM*	-38%	6%	0.5%	48
N#Cc1cccc(C(=O)Nc2ccccc2C(=O)NC2CC2)c1	-20%	6%	0%	i	0%	-1%	-2%	-0.1%	-3
CC(=O)Nc1ccc(C(=O)OCC(=O)Nc2c(C)n(C)n(-c3ccccc3)c2=O)cc1	-3%	-2%	9%	i	6%	-5%	-2%	0.0%	-8

An excerpt from above in order of the IL-1B inflam inh value, rising.
smiles,IL-1B inflam inh
CCCCN1C(=O)C(CC(=O)NCC2CCCCC2)CC(C(=O)N(C(C)C)C(C)C)=C1C (stereo not given),-16
COC(=O)c1ccccc1NC(=O)CSCC(=O)Nc1ccccc1,-14
CC(=O)Nc1ccc(C(=O)OCC(=O)Nc2c(C)n(C)n(-c3ccccc3)c2=O)cc1,-8
N#Cc1cccc(C(=O)Nc2ccccc2C(=O)NC2CC2)c1,-3
CCOC(=O)c1c(NC(=O)CSc2nnnn2-c2ccccc2)sc2c1CCC(C)C2 (stereo not given),5
O=C(NNC(=O)c1ncc(Cl)c(Cl)c1Cl)c1ccc(F)cc1,21
C/C(=C\c1ccccc1)CN1CCN(C)CC1,28

Source: PubChem
